Compound activity: PubChem BioAssay, several laboratories
BoNT-F LC inh = blocks Botulinum neurotoxin F light chain protease. Multiplex microsphere protease cleavage assay, flow cytometry. inhibition, % at 10 µM. 0.22% of 360,000 active; in the data active = inhibition above about 35%, passing the limit was not always enough; note: plate controls were buffer without enzyme for full effect and enzyme alone for no effect
MazF activator = MazEF (E. coli) toxin RNase activation; P0AE70; FAM/BHQ RNA-DNA oligo cleavage fluorescence, 5 h; activation, % at 20 µM; 0.32% of 350,000 active; in the data active = activation above about 50%
Target sequence (P0AE70 whole entry, looked up): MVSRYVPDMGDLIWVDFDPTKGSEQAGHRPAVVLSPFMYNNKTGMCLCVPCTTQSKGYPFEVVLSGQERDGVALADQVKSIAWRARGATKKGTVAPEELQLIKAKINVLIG
FadD28 FP inh = M. tuberculosis FadD28 bisubstrate binding inhibition; FadD28 bisubstrate probe binding, fluorescence polarization; inhibition, % at 12.5 µM; 0.22% of 360,000 active; AID 588549; in the data active = inhibition above about 8.5%, passing the limit was not always enough
BioA inh = inhibitors of Mycobacterium tuberculosis BioA enzyme. AID 602481. purified M. tuberculosis BioA enzyme, plate reader. inhibition, % at 9.99 µM. 0.096% of 360,000 active; in the data active = inhibition above about 40%
GDH-TPI counter = GDH-TPI coupled enzyme inhibition counter-screen; inhibition, % at 4.8 µM; GDH-TPI coupled enzyme counterscreen, NADH absorbance; 1.2% of 360,000 active; in the data active = inhibition above about 30%;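 note: 0% = DMSO wells and 100% = wells lacking the enzyme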
UGM FP inh = blocks M. tuberculosis UGM enzyme; inhibition, % at 10 µM; 0.06% of 320,000 active; purified UGM, fluorescence polarization probe displacement; P9WIQ1; in the data active = inhibition above about 10%, passing the limit was not always enough
Rv3671c inh = inhibitors of M. tuberculosis serine protease Rv3671c; 0.048% of 320,000 active; AID 2606; inhibition, % at 5.96 µM; P9WHR9; in the data active = inhibition above about 38%;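 note: extracellular domain of Rv3671c used as enzyme; 0% = enzyme with DMSO and 100% = no enzyme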
Target sequence (P9WHR9 whole entry, looked up, the tested form may be a part): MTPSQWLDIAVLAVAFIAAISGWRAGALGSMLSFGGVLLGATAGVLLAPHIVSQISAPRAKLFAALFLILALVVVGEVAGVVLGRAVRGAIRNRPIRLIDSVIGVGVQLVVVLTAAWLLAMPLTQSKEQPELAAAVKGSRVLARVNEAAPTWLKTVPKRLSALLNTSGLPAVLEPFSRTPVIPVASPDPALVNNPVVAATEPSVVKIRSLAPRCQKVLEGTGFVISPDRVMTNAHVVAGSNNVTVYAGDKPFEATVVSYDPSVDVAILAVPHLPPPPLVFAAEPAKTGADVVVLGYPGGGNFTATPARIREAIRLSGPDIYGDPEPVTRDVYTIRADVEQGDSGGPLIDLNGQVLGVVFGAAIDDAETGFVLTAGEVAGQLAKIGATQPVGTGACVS
FBA Mtb inh = inhibits M. tuberculosis FBA enzyme | P9WQA3 | purified M. tuberculosis FBA, fluorescence read-out | inhibition, % at 1 µM | 2.3% of 360,000 active | AID 588726; in the data active = inhibition above about 27%;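 note: 0% = vehicle and 100% = reference inhibitor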
Target sequence (P9WQA3 whole entry, looked up): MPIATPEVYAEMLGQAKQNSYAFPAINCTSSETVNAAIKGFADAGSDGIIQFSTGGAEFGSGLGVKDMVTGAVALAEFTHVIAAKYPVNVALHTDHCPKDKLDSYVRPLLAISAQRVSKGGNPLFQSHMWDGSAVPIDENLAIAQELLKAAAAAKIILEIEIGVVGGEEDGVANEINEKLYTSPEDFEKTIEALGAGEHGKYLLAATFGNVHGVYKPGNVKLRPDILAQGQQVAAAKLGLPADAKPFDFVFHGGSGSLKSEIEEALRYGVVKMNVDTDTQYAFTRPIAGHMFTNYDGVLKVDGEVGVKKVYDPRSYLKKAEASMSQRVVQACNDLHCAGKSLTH
PrPC TRFRET = inhibitors of human cell surface prion protein PrPC; 0.43% of 370,000 active; TR-FRET read-out; P04156; AID 720596; inhibition, % at 13.8 µM; in the data active = inhibition above about 24%; note: 0% = median of the test wells and 100% = reference compound wells
* marks the source's active call; other numbers are inactive results. No enrichment for hits. About 4.8% of those tested had a hit in this group.

How did O=[N+]([O-])c1c(C(Cl)Cl)nn(-c2ccc(Cl)cc2)c1N1CCCCC1 do in these assays?
BoNT-F LC inh: -5; MazF activator: -3; FadD28 FP inh: -1.7; BioA inh: 0.6; GDH-TPI counter: 4; UGM FP inh: 0.1; Rv3671c inh: -3; FBA Mtb inh: 3; PrPC TRFRET: 0

How did c1cc(-c2nnc3n2CCC3)[nH]n1 do in these assays?
BoNT-F LC inh: -4; MazF activator: 5; FadD28 FP inh: -1.0; BioA inh: 0.5; GDH-TPI counter: 8; UGM FP inh: -1.4; Rv3671c inh: -1; FBA Mtb inh: -1; PrPC TRFRET: 8

Results for COc1ccccc1NC(=O)COC(=O)c1ccc2c(c1)OCCO2 ?
BoNT-F LC inh: 1; MazF activator: 4; FadD28 FP inh: -3.1; BioA inh: -0.7; GDH-TPI counter: 20; UGM FP inh: 2.8; Rv3671c inh: 1; FBA Mtb inh: -1; PrPC TRFRET: 6

Results for COCC(=O)NCCc1nc2ccccc2[nH]1 ?
BoNT-F LC inh: -12; MazF activator: 13; FadD28 FP inh: -3.0; BioA inh: -1.7; GDH-TPI counter: -2; UGM FP inh: -1.1; Rv3671c inh: 2; FBA Mtb inh: 2; PrPC TRFRET: 3

How did CC(C)c1ccccc1NC(=O)COC(=O)C1(C)CC1(Cl)Cl (stereo not given) do in these assays?
BoNT-F LC inh: 1; MazF activator: 16; FadD28 FP inh: -0.1; BioA inh: 0.9; GDH-TPI counter: 3; UGM FP inh: -1.9; Rv3671c inh: 7; FBA Mtb inh: 1; PrPC TRFRET: 7

Results for CSc1ccccc1C(=O)C1CCCN(S(=O)(=O)N(C)C)C1 (stereo not given) ?
BoNT-F LC inh: -8; MazF activator: 7; FadD28 FP inh: -0.7; GDH-TPI counter: 2; UGM FP inh: -2.8; Rv3671c inh: -4; FBA Mtb inh: 1; PrPC TRFRET: 3

Results for CCn1cc(C(=O)N2CCCC2)c(=O)c2cc(S(=O)(=O)N3CC(C)CC(C)C3)ccc21 (stereo not given) ?
BoNT-F LC inh: 0; MazF activator: 0; FadD28 FP inh: 0.5; BioA inh: 5.8; GDH-TPI counter: 15; UGM FP inh: 0.8; Rv3671c inh: -2; FBA Mtb inh: -3; PrPC TRFRET: -3

How did CCC/C(=N\NC(=O)c1ccc(OC)c(OC)c1)c1ccccc1 do in these assays?
BoNT-F LC inh: -6; MazF activator: 1; FadD28 FP inh: -4.0; GDH-TPI counter: 8; UGM FP inh: 3.1; Rv3671c inh: 12; FBA Mtb inh: 0; PrPC TRFRET: 9

How did Cc1occc1-c1nnc(SCC(=O)NCc2ccc3c(c2)OCO3)n1CC(C)C do in these assays?
BoNT-F LC inh: 3; MazF activator: 1; FadD28 FP inh: -0.6; BioA inh: 2.2; GDH-TPI counter: -4; UGM FP inh: -1.3; Rv3671c inh: -3; FBA Mtb inh: -3; PrPC TRFRET: -4

Results for CCCNC(=O)C1(C)CCCN(C(=O)c2ccc3ccccc3c2)C1 (stereo not given) ?
BoNT-F LC inh: -16; FadD28 FP inh: -0.7; BioA inh: -1.0; GDH-TPI counter: 10; FBA Mtb inh: 2; PrPC TRFRET: -1

Next section, starting with the last 3 of the part before.
How did CCC/C(=N\NC(=O)c1ccc(OC)c(OC)c1)c1ccccc1 do in these assays?
BoNT-F LC inh: -6; MazF activator: 1; FadD28 FP inh: -4.0; GDH-TPI counter: 8; UGM FP inh: 3.1; Rv3671c inh: 12; FBA Mtb inh: 0; PrPC TRFRET: 9

How did Cc1occc1-c1nnc(SCC(=O)NCc2ccc3c(c2)OCO3)n1CC(C)C do in these assays?
BoNT-F LC inh: 3; MazF activator: 1; FadD28 FP inh: -0.6; BioA inh: 2.2; GDH-TPI counter: -4; UGM FP inh: -1.3; Rv3671c inh: -3; FBA Mtb inh: -3; PrPC TRFRET: -4

Results for CCCNC(=O)C1(C)CCCN(C(=O)c2ccc3ccccc3c2)C1 (stereo not given) ?
BoNT-F LC inh: -16; FadD28 FP inh: -0.7; BioA inh: -1.0; GDH-TPI counter: 10; FBA Mtb inh: 2; PrPC TRFRET: -1

Results for COc1cccc(-c2nn(C)c3sc(C(=O)NCc4ccc5c(c4)OCO5)cc23)c1 ?
BoNT-F LC inh: -9; MazF activator: -18; FadD28 FP inh: -12; BioA inh: 0.3; GDH-TPI counter: 5; UGM FP inh: 0.8; Rv3671c inh: -169; FBA Mtb inh: 4; PrPC TRFRET: -12

What do the screens show for `O=C(COC(=O)c1c2c(nc3ccccc13)/C(=C/c1ccco1)CC2)NC1CCCC1`?
BoNT-F LC inh: -7; MazF activator: -18; FadD28 FP inh: -1.8; GDH-TPI counter: 4; FBA Mtb inh: 1; PrPC TRFRET: -1

Results for COc1ccc(OC)c(NC(=O)COC(=O)Cc2ccsc2)c1 ?
BoNT-F LC inh: 4; MazF activator: -1; FadD28 FP inh: 1.0; BioA inh: 1.0; GDH-TPI counter: 10; UGM FP inh: -2.2; Rv3671c inh: 1; FBA Mtb inh: 6; PrPC TRFRET: -16

Results for Cn1c(SCC(=O)N2CCCCC2)nc2c(c1=O)SCC2 ?
BoNT-F LC inh: 9; MazF activator: -1; FadD28 FP inh: -1.0; BioA inh: 12; GDH-TPI counter: 12; UGM FP inh: -2.0; Rv3671c inh: 2; FBA Mtb inh: 1; PrPC TRFRET: -9

What do the screens show for `O=C(/C=C/c1ccco1)N(Cc1ccccc1F)C1CCS(=O)(=O)C1` (stereo not given)?
BoNT-F LC inh: -8; MazF activator: 9; FadD28 FP inh: 0.5; BioA inh: 0.3; GDH-TPI counter: 23; UGM FP inh: 0.9; Rv3671c inh: -5; FBA Mtb inh: -5; PrPC TRFRET: -5

How did Clc1ccccc1Nc1nnc(-c2ccncc2)s1 do in these assays?
BoNT-F LC inh: -2; MazF activator: 4; FadD28 FP inh: -2.9; GDH-TPI counter: 17; UGM FP inh: 3.2; Rv3671c inh: -7; FBA Mtb inh: 2; PrPC TRFRET: -8

Results for CCCCCCC1/C(=N/O)CCC1C(=O)OC (stereo not given) ?
BoNT-F LC inh: 6; MazF activator: -3; FadD28 FP inh: -2.4; BioA inh: -0.8; GDH-TPI counter: -15; UGM FP inh: -3.8; Rv3671c inh: 7; FBA Mtb inh: -2; PrPC TRFRET: 1

How did COc1cc(-c2nc(-c3ccccc3)c(-c3ccc(F)cc3)[nH]2)cc2c1OCO2 do in these assays?
BoNT-F LC inh: -2; MazF activator: 7; FadD28 FP inh: -0.2; BioA inh: 0.4; GDH-TPI counter: 8; UGM FP inh: -1.0; Rv3671c inh: 8; FBA Mtb inh: 31*; PrPC TRFRET: -1

What do the screens show for `CN(CC1COc2ccccc2O1)C(=O)CSc1ncccn1` (stereo not given)?
BoNT-F LC inh: 7; MazF activator: 6; FadD28 FP inh: -0.9; BioA inh: 6.1; GDH-TPI counter: 6; UGM FP inh: 0.1; Rv3671c inh: -9; FBA Mtb inh: -1; PrPC TRFRET: -4

What do the screens show for `COC(=O)CCC(=O)N1CCCC(CO)(Cc2ccccc2C)C1` (stereo not given)?
BoNT-F LC inh: -7; MazF activator: 0; FadD28 FP inh: -4.7; GDH-TPI counter: -4; UGM FP inh: -0.4; Rv3671c inh: -1; FBA Mtb inh: -1; PrPC TRFRET: 1

Results for COc1cccc(NC(=O)CN2CCN(CC(=O)Nc3ccc(F)cc3)CC2)c1 ?
BoNT-F LC inh: 0; MazF activator: -6; FadD28 FP inh: -1.3; BioA inh: 1.3; GDH-TPI counter: 14; UGM FP inh: 1.5; Rv3671c inh: -4; FBA Mtb inh: 1; PrPC TRFRET: -14

How did Cc1ccc(C)c(NC(=S)N2CCCCCC2)c1 do in these assays?
BoNT-F LC inh: -10; MazF activator: -1; FadD28 FP inh: -3.9; BioA inh: -0.6; GDH-TPI counter: -1; UGM FP inh: -2.8; Rv3671c inh: 1; FBA Mtb inh: -1; PrPC TRFRET: -4

What do the screens show for `O=C(Nc1ccccc1)Nc1nnc(CSCc2ccccc2Cl)s1`?
BoNT-F LC inh: 1; MazF activator: -7; FadD28 FP inh: -1.8; BioA inh: 3.7; GDH-TPI counter: 5; UGM FP inh: 0.3; Rv3671c inh: -7; FBA Mtb inh: -3; PrPC TRFRET: 7

What do the screens show for `COc1ccccc1CC(=O)O/N=C(\N)c1ccccn1`?
BoNT-F LC inh: -5; MazF activator: 0; FadD28 FP inh: -1.8; GDH-TPI counter: 10; UGM FP inh: 1.2; Rv3671c inh: 5; FBA Mtb inh: 1; PrPC TRFRET: 12

How did CC(O)(c1cccc(F)c1)c1nc(-c2cccc3cccnc23)cs1 (stereo not given) do in these assays?
BoNT-F LC inh: -4; FadD28 FP inh: -2.8; BioA inh: -0.9; GDH-TPI counter: 4; FBA Mtb inh: 4; PrPC TRFRET: 0

Results for CC(C)(C)NC(=O)C1CC(=O)OC1(C)C (stereo not given) ?
BoNT-F LC inh: -5; MazF activator: 3; FadD28 FP inh: -4.4; GDH-TPI counter: -9; UGM FP inh: -2.1; Rv3671c inh: 11; FBA Mtb inh: 2; PrPC TRFRET: 9

What do the screens show for `CC(C)=CCN1CCN(CCC2=C(C)CCCC2(C)C)CC1CCO` (stereo not given)?
BoNT-F LC inh: -3; MazF activator: 2; FadD28 FP inh: 0.0; GDH-TPI counter: 8; UGM FP inh: 1.3; Rv3671c inh: -2; FBA Mtb inh: -7; PrPC TRFRET: 10

What do the screens show for `COc1ccc(-c2cc(C(F)(F)F)nc(N3CCOCC3)n2)cc1`?
BoNT-F LC inh: -1; MazF activator: 1; FadD28 FP inh: -0.9; GDH-TPI counter: 11; UGM FP inh: -2.2; Rv3671c inh: 1; FBA Mtb inh: 3; PrPC TRFRET: -6

Results for CCc1ccc(Nc2ccc(C(=O)O)cc2[N+](=O)[O-])cc1 ?
BoNT-F LC inh: -5; MazF activator: -3; FadD28 FP inh: -1.0; GDH-TPI counter: 12; UGM FP inh: 1.8; Rv3671c inh: 3; FBA Mtb inh: -8; PrPC TRFRET: -12

How did CCN(CC)S(=O)(=O)c1cccc(C(=O)N[C@H](C(=O)Nc2nc3ccc(F)cc3s2)C(C)C)c1 do in these assays?
BoNT-F LC inh: -2; MazF activator: -2; FadD28 FP inh: -3.2; GDH-TPI counter: 14; UGM FP inh: 2.0; Rv3671c inh: -61; FBA Mtb inh: -2; PrPC TRFRET: -3

Results for COc1ccc(NC(=O)C2CCN(S(C)(=O)=O)CC2)c(OC)c1 ?
BoNT-F LC inh: -32; MazF activator: 3; FadD28 FP inh: -3.1; BioA inh: 1.2; GDH-TPI counter: 0; UGM FP inh: 1.7; Rv3671c inh: 10; FBA Mtb inh: 2; PrPC TRFRET: 7

How did Cc1cc(-c2nnnn2-c2ccc(F)cc2)no1 do in these assays?
MazF activator: -20; FadD28 FP inh: -3.0; BioA inh: -0.5; GDH-TPI counter: 16; UGM FP inh: 0.2; Rv3671c inh: 5; FBA Mtb inh: 0; PrPC TRFRET: -2

How did Cc1ccc(S(=O)(=O)N2CC(O)CC2C(=O)OCC(=O)c2ccccc2Cl)cc1C (stereo not given) do in these assays?
BoNT-F LC inh: -2; MazF activator: -14; FadD28 FP inh: -1.1; BioA inh: 0.5; GDH-TPI counter: 3; Rv3671c inh: -9; FBA Mtb inh: 2; PrPC TRFRET: 0

What do the screens show for `O=C(c1cc(-c2cccc(Cl)c2)on1)N1CCc2ccccc2C1`?
BoNT-F LC inh: 2; MazF activator: 6; FadD28 FP inh: -0.1; BioA inh: -0.6; GDH-TPI counter: 3; UGM FP inh: 0.3; Rv3671c inh: 7; FBA Mtb inh: -6; PrPC TRFRET: -1

How did CN(CCCNC(=O)CN1C(=O)CC(C)(C)S(=O)(=O)c2ccccc21)C1CCCCC1 do in these assays?
BoNT-F LC inh: 1; MazF activator: 8; FadD28 FP inh: -2.9; GDH-TPI counter: 4; UGM FP inh: -2.0; Rv3671c inh: -5; FBA Mtb inh: -1; PrPC TRFRET: 0

How did CC(CCc1ccccc1)NC(=O)c1ccc(Cl)nc1 (stereo not given) do in these assays?
BoNT-F LC inh: -8; MazF activator: -2; FadD28 FP inh: -2.1; BioA inh: 5.4; GDH-TPI counter: 7; UGM FP inh: -1.0; Rv3671c inh: -10; FBA Mtb inh: -5; PrPC TRFRET: 3

How did O=S(=O)(c1ccccc1)N1CCC2(CC1)CO2 do in these assays?
BoNT-F LC inh: -38; MazF activator: 2; FadD28 FP inh: -0.2; GDH-TPI counter: 11; UGM FP inh: 2.6; Rv3671c inh: -6; FBA Mtb inh: 0; PrPC TRFRET: 4
